High-throughput results from PubChem BioAssay.
RBBP9 inhibitor = human RBBP9 inhibitors, primary screen, biochemical, fluorescence polarization, FP-Rh probe, HTS; 220,000 compounds, 0.2% hits; Serine hydrolase RBBP9 (Homo sapiens), O75884; inhibition, % at 7.94 µM; recombinant RBBP9;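 active = inhibition above the campaign mean of all tested compounds plus 3 SD, cut at about 14% in these data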;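 also: plate controls were DMSO wells with RBBP9 for no effect and wells lacking RBBP9 protein for full effect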
Target sequence (O75884 whole entry, looked up): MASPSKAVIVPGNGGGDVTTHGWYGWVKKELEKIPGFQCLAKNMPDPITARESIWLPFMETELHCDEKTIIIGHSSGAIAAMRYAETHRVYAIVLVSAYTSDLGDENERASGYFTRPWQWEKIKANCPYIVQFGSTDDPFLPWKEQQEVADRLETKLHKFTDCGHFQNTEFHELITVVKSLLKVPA
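Controls: DMSO-treated enzyme wells and wells lacking RBBP9 | Material: RBBP9 protein | Technique: Fluorescence polarization | Replication: Single well per compound, no replicates | Buffer or medium: Tris-NaCl-Pluronic buffer, pH 8.0 | Timing: 30 min compound preincubation, 45 min probe labeling, 25 °C | Read-out basis: Percent inhibition from mP, scaled between DMSO and no-protein wells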
BaF3 tox = parental Ba/F3 cell viability inhibition, counter-screen for JAK2V617F inhibitor project, murine pro-B, CellTiter-Glo luminescence; CellTiter-Glo ATP luminescence; inhibition, % at 5.6 µM; 220,000 compounds, 1.1% hits;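 active = inhibition above a per-campaign cutoff, the mean inhibition of all tested compounds plus 3 SD, cut at about 27% in these data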;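 also: 0% = DMSO wells and 100% = JAK Inhibitor I control wells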
PPC-1+TRAIL kill = compounds killing PPC-1 cancer cells with TRAIL present, primary screen, TRAIL potentiator project, ATPLite luminescence, uHTS; PPC-1 cells + TRAIL, ATPLite viability luminescence; cell killing (% activity), % at 4 µM; 220,000 compounds, 0.41% hits;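 active = cell killing above 50% in the first pass at 4 µM, then a duplicate retest at 5 µM averaging 50% or more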;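 also: plate controls were cells with TRAIL plus DMSO for no effect and medium-only wells lacking cells for full effect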
p97 inhibitor = inhibitors of human p97 ATPase, primary screen, biochemical; 220,000 compounds, 0.42% hits; recombinant p97 ATPase, Kinase-Glo ATP luminescence, 3 h; Transitional endoplasmic reticulum ATPase (Homo sapiens), P55072; AID 1481, 2009; inhibition, % at 8 µM; in the data active = inhibition above about 15%;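 also: 0% = DMSO vehicle and 100% = wells lacking enzyme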
Target sequence (P55072 whole entry, looked up): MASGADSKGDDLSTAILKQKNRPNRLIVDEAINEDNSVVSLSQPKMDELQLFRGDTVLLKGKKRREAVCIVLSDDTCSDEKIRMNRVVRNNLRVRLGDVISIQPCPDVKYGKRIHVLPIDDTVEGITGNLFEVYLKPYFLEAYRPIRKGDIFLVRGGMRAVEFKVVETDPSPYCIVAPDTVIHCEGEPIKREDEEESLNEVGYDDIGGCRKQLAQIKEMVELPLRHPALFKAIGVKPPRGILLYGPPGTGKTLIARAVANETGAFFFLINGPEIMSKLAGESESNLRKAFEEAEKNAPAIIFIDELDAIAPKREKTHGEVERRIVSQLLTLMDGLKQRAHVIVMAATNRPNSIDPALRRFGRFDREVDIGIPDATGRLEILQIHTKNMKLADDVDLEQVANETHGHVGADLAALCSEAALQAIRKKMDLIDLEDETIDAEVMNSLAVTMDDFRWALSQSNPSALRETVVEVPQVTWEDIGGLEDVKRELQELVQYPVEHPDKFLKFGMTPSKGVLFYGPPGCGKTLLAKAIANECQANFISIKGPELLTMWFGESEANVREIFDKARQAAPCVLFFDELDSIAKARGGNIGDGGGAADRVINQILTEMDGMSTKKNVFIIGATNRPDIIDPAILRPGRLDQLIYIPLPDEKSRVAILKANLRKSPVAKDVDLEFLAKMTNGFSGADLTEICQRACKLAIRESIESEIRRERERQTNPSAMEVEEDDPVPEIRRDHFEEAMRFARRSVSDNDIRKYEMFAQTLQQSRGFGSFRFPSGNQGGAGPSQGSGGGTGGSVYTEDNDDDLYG
Ba/F3 V617F tox = reduced viability of JAK2V617F-dependent Ba/F3 cells, primary screen, JAK2V617F inhibitor project, cell-based, Ba/F3 EpoR-JAK2V617F, luminescence. AID 1446, 2008. ATP luminescence. inhibition, % at 5.6 µM. 220,000 compounds, 1.1% hits;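 active = inhibition above the campaign mean plus 3 SD over all tested compounds, cut at about 24% in these data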;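 also: cytokine-independent growth of Ba/F3 cells driven by EpoR plus mutant JAK2; 0% = DMSO-treated cells and 100% = JAK inhibitor I control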
PGE2 EP2 inh = human EP2 receptor antagonists, primary screen, TR-FRET cAMP, C6 glioma cells | Prostaglandin E2 receptor EP2 subtype (Homo sapiens), P43116 | C6 glioma cells expressing human EP2; cells stimulated with saturating PGE2 | inhibition, % at 25 µM | 260,000 compounds, 0.52% hits;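 active = percent inhibition above 40 after rounding to a whole number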;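 also: rat C6 glioma host cells with rolipram phosphodiesterase inhibitor present; the protocol text gives 20 µM as final concentration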
Tb hexokinase = Trypanosoma brucei hexokinase 1 inhibitors, primary screen, biochemical, G6PDH-coupled NADH absorbance, MLSCN library | hexokinase 1 [Trypanosoma brucei] | AID 1430, 2008 | inhibition, % at 10 µM | 220,000 compounds, 0.11% hits | recombinant TbHK1, G6PDH-coupled NADH A340;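 active = inhibition of 50% or more in the single-dose primary screen; inactive = inhibition below 50%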
p47phox inh = p47phox/p22phox peptide binding inhibitors, primary screen, biochemical, uHTS, NADPH oxidase regulatory subunit. Neutrophil cytosol factor 1 (Homo sapiens), P14598. fluorescence polarization, 2 h. inhibition, % at 24.7 µM. 220,000 compounds, 0.53% hits. AID 1274, 2008;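 active = inhibition above about 30%, limit read from the data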;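 also: 0% = p47phox with labelled peptide and 100% = labelled peptide alone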
Furin inhibitor = human furin inhibitors, primary screen, biochemical, fluorescence intensity | P09958 | purified furin, fluorogenic substrate cleavage | inhibition, % at 30 µM | 220,000 compounds, 0.061% hits | AID 463115, 2010; in the data active = inhibition above about 25%; also: inactives centre near -15
* hit, by the source's call; . = no result given; [ ] = dose if it differs, or a comment.

SMILES	RBBP9 inhibitor	BaF3 tox	PPC-1+TRAIL kill	p97 inhibitor	Ba/F3 V617F tox	PGE2 EP2 inh	Tb hexokinase	p47phox inh	Furin inhibitor
CCC1=C2CC[C@H]3C(=O)N(c4ccccc4)C(=O)[C@H]3[C@H]2[C@@]2(C)C(=NCC(=O)OC)OC(=O)N2C1=O	.	.	7.5	.	.	10.3	-8.4	-5.5	-29.4
CCOC(=O)C(C)n1cnc2c(cnn2-c2ccc(Cl)cc2)c1=O (stereo not given)	-10.5	4.3	10.2	-2.5	3.5	15.0	36.0	-5.2	-8.0
CCN(CC)c1ccc(S(=O)(=O)N2CCOCC2)cc1NC(=O)CSc1cccc[n+]1[O-]	-9.7	4.0	21.5	-5.1	2.6	10.3	-0.3	8.0	-2.2
CCOc1cc(C(=O)N/N=C/C(Br)=C/c2ccccc2)cc(OCC)c1OCC	-1.5	2.5	16.9	2.8	-3.7	9.0	-31.0	-9.4	-22.5
Cc1cccc(NC(=S)NC(=O)CC2CC(C)(C)OC2=O)c1 (stereo not given)	-5.9	13.1	-1.2	-7.3	2.5	3.2	2.9	-3.3	-16.3
COc1ccc(C(=O)NNC(=S)NC(=O)c2cc(-c3ccccc3)nc3ccccc23)cc1	-23.7	11.1	25.0	4.3	2.0	.	-2.5	-16.5	-19.6[20 µM]
CCOc1ccc2[nH]c(S(=O)(=O)CC)nc2c1Cl	-2.8	2.5	6.5[5 µM]	-1.1	-2.4	9.4	-2.7	-13.6	-23.7[20 µM]
O=C(CCSCc1ccccc1F)NCc1cccs1	0.5	-2.9	-3.8	0.5	-4.2	4.8	-0.7	-7.9	-23.8
CCOCCc1nnc(NC(=O)c2cc(OC)c(OC)c(OC)c2)s1	-0.6	0.7	18.8	1.5	-5.3	11.1	-4.6	0.2	1.8
O=c1[nH]c(SCc2ccccc2)nnc1-c1ccccc1	-10.8	3.0	-15.4	-4.8	1.3	9.3	-9.5	5.9	-12.4[20 µM]
Nc1ccc2nn(-c3ccccc3)nc2c1	-3.6	0.9	21.4	7.1	-3.8	15.6	-13.7	1.0	-35.0
CN(C)CC#CCCCCCCC#CCN(C)C	5.1	0.2	9.1	3.4	-3.1	18.4	-4.6	-7.1	-20.5[20 µM]
CC(C)COc1ccc(C(=O)OCCN2CCOCC2)c(O)c1	-3.6	5.3	-2.8	-1.2	-1.5	16.1	3.1	-10.5	-20.8
O=S(=O)(c1ccccc1)N1CCN(c2ncccn2)CC1	-2.3	3.5	28.3	2.6	-1.2	7.2	4.2	-15.3	-30.0[20 µM]
CC(C)OCCCNC(=O)CN1CCN(Cc2ccccc2Cl)C1=O	-3.6	4.4	-12.0	-5.7	0.5	14.8	-2.4	3.7	-11.2[20 µM]
Cc1nn(-c2ncc(C(F)(F)F)cc2Cl)c(=O)n1-c1cccc(F)c1	-3.7	1.6	12.7	3.6	0.0	4.3	1.9	-65.4	-26.3
CS(=O)(=O)N1CC2CCCN2c2cc(C(F)(F)F)ccc21 (stereo not given)	-7.1	4.2	1.8	-0.2	-0.2	0.8	-4.2	-2.9	-10.7
C=CCc1cccc(/C=N/NC(=O)CNc2cccc3ccccc23)c1O	-14.0	4.7	16.4	-4.3	6.7	13.6	-1.9	-8.4	-11.2
NS(=O)(=O)c1ccc(CCNC(=O)CSc2nc3ccccc3c(=O)n2CCN2CCOCC2)cc1	6.8	8.5	5.7	5.3	-1.6	4.8	0.8	-10.1	-27.9
COc1ccc(CCn2nnnc2CN2CCN(C(=O)c3ccco3)CC2)cc1OC	0.6	1.2	10.8	3.7	0.0	3.9	1.7	2.5	-23.7
COCCNC(=S)N(c1ccccc1)C(C)C	-0.1	11.0	14.7	-0.8	-0.6	7.0	6.2	-10.1	-5.5
CCC(C)NC(=O)CSc1nc2scc(-c3ccccc3)c2c(=O)[nH]1 (stereo not given)	-8.7	4.2	7.2	4.4	0.6	4.7	-2.6	-14.5	-20.9
COc1ccc(CC(=O)Nc2cccc(-c3nnc(-c4ccccc4)o3)c2)cc1OC	-13.3	10.8	23.9	-3.9	6.2	24.5	0.0	-34.0	-6.3[20 µM]
O=[N+]([O-])c1ccccc1S(=O)(=O)N1CCN(Cc2cc3c(cc2O)OCO3)CC1	-8.6	1.8	3.5	-6.2	2.7	6.6	1.4	8.4	-4.5
CC(=O)Nc1cccc(NC(=O)CSc2nc(C)c(C)c(C)c2C#N)c1	1.9	5.5	7.5	-3.8	3.1	8.6	-1.2	9.3	-8.1[20 µM]
CCCn1c(=O)n(C)c(=O)c2c(SCC(=O)NC34CC5CC(CC(C5)C3)C4)nc(CC(C)C)nc21	-5.5	2.2	6.2	-0.7	-0.9	5.7	1.2	-5.9	-35.7
O=C(NC1CCCCC1)N1CCCC(c2nc(-c3ccc(S(=O)(=O)N4CCCC4)cc3)no2)C1 (stereo not given)	-9.6	1.3	20.9	3.9	-1.2	8.7	3.8	-9.3	-33.9
Cc1cccc(C)c1-n1c(C)nn(-c2ncc(C(F)(F)F)cc2Cl)c1=O	-2.6	2.0	4.6	0.6	-1.0	4.1	-2.5	-9.5	-28.1
Cc1cccc(NC(=O)C2CCN(S(=O)(=O)c3c(C)noc3/C=C/c3ccco3)CC2)n1	-15.6	4.5	-6.2	-4.0	2.3	2.1	-4.2	-40.5	6.5
CCCCNC(=O)Nc1cnn(CC)c1C(N)=O	-16.3	0.5	6.7	-4.3	4.4	10.7	4.8	-13.7	-7.5

Arranged by the number under Tb hexokinase (high to low): 3 of the compounds above
canonical_smiles,RBBP9 inhibitor,p97 inhibitor,Tb hexokinase,p47phox inh,Furin inhibitor
COc1ccc(CC(=O)Nc2cccc(-c3nnc(-c4ccccc4)o3)c2)cc1OC,-13.3,-3.9,0.0,-34.0,-6.3[20 µM]
Cc1cccc(C)c1-n1c(C)nn(-c2ncc(C(F)(F)F)cc2Cl)c1=O,-2.6,0.6,-2.5,-9.5,-28.1
Cc1cccc(NC(=O)C2CCN(S(=O)(=O)c3c(C)noc3/C=C/c3ccco3)CC2)n1,-15.6,-4.0,-4.2,-40.5,6.5

(continued)
SMILES	RBBP9 inhibitor	BaF3 tox	PPC-1+TRAIL kill	p97 inhibitor	Ba/F3 V617F tox	PGE2 EP2 inh	Tb hexokinase	p47phox inh	Furin inhibitor
COC(=O)Cn1c(=O)c2c(n(Cc3ccccc3)c1=O)N/C(=C/c1ccc(Br)cc1)C2=O	-1.4	0.1	8.6	-2.7	0.2	8.7	-20.8	-108.0	0.0
C=CCOc1ccc(CNn2cn[nH]c2=S)cc1OCC	-5.5	3.3	-13.0	5.1	-1.6	4.1	-5.4	0.6	-27.2
Cc1cc([N+](=O)[O-])c(-c2ccc(/C=N/n3cnnc3)o2)cc1Cl	-3.2	3.4	-2.8	-0.5	-0.3	4.6	-31.1	-10.9	-6.3[20 µM]
O=C(Cc1ccc([N+](=O)[O-])cc1)N1N=C(C2CC2)CC1(O)C(F)(F)F (stereo not given)	-0.2	-0.3	.	0.1	2.2	6.8	3.6	-4.8	-18.1
O=C1[C@@H]2C(c3ccc(F)cc3)=NO[C@@H]2C(=O)N1Cc1ccccc1	0.7	3.0	-1.5	2.1	-2.1	4.2	37.7	-8.3	-35.2
CCc1sc(C(=O)Nc2cc(Cl)ccc2N2CCCCC2)cc1C	-9.5	4.3	14.2	0.4	-0.1	6.7	-12.7	-10.9	-14.9[20 µM]
Cc1nn(C)c(C)c1Nc1ccc(N2C(=O)C3C4C=CC(C4)C3C2=O)cc1[N+](=O)[O-] (stereo not given)	10.2	12.1	2.6	4.2	1.5	9.2	-9.0	.	-14.7
Cc1cc(C)n(CCc2nc3c4ccccc4n(CC#N)c(=O)n3n2)n1	3.1	2.2	12.6	4.4	-1.2	7.3	2.9	-10.0	-23.4[20 µM]
CC(C)CC(=O)OC1C(N2CCOCC2)c2c(ccc(/C=C/C(=O)N3CCOCC3)c2O)OC1(C)C (stereo not given)	-15.4	7.1	11.2	-5.1	3.9	7.0	11.2	-5.8	7.9
CCOC(=O)c1cnc(COc2ccc(OC)cc2)[nH]c1=O	-2.4	-0.2	7.4	-0.2	-0.3	8.8	1.7	4.8	-14.7
Cc1csc(NC(=O)CSc2ccccc2F)n1	-3.0	6.7	1.9	2.7	0.4	11.9	-0.4	-19.3	-20.8
CC(/C=N/NC(=O)c1cc(-c2ccccc2)nc2ccccc12)=C\c1ccco1	-11.0	3.6	-8.2	3.3	-5.4	9.0	-34.9	-48.2	-6.4
NC(=O)CSc1nnc(-c2ccc(S(=O)(=O)N3CCCCC3)cc2)n1-c1ccccc1	-3.9	2.6	1.5	-0.9	-2.6	2.9	-7.2	-0.2	-17.4[20 µM]
Cc1ccc(C(=O)N2CCN(c3cc(=O)[nH]nc3-c3ccccc3)CC2)cc1	-0.1	10.5	12.8	-0.6	-1.9	8.7	-2.3	-1.3	-18.5[20 µM]
Cc1ccc(NS(=O)(=O)c2ccc(OCC(=O)NCC3CCCO3)cc2)cc1 (stereo not given)	-6.0	4.1	-7.6	1.2	-0.6	7.0	-5.1	1.0	-23.8
CN1CCC/C1=C/C=C1\SC(=S)NC1=O	0.9	9.1	-5.9	-2.9	1.2	6.2	-8.6	-70.4	10.7
CCOC(=O)c1ccc2c(c1)n(CCCS(=O)(=O)[O-])c(/C=C/c1ccc(Cl)cc1)[n+]2CC	-0.8	-1.4	3.1	0.9	-4.1	7.4	-57.2	2.8	-3.9
CCCc1cc(=O)[nH]c(SCCOC(=O)c2ccccc2)n1	-3.0	2.8	17.2	2.5	-2.4	12.7	5.8	3.1	-10.2[20 µM]
CC(=O)NC1C2CN3CCN(C2)CC1(Cc1ccccc1)C3 (stereo not given)	3.3	3.9	8.0	2.2	-0.5	4.4	-1.3	-4.9	-26.7
O=C(/C=C/c1ccc([N+](=O)[O-])cc1)NCc1cccnc1	-1.1	1.5	1.0	4.3	-3.4	.	-23.3	-13.4	-16.4[20 µM]
FCCCOc1ccc(-c2nccc(-c3ccc(Cl)cc3)n2)cc1	-6.8	-0.2	15.9	-4.6	-0.4	9.7	-9.6	-7.6	-16.0[20 µM]
COc1cccc(-n2ccnc2SCC(=O)Nc2ccccc2F)c1	-7.0	1.8	8.9	4.5	-1.5	7.9	-1.8	-7.6	-18.8
C=CCn1c(SC(C)C(=O)NCc2ccc3c(c2)OCO3)nc2scc(-c3ccccc3)c2c1=O (stereo not given)	3.0	6.0	4.3	-2.5	0.1	5.0	-3.0	-59.8	-13.2[20 µM]
O=C(O)C1CCN(S(=O)(=O)c2ccc(N3CCOCC3)c([N+](=O)[O-])c2)CC1	-0.1	3.2	-1.0	4.1	0.2	4.2	1.1	3.5	-20.9
COc1ccc(N2C(=O)CCC(C(=O)N3CCOCC3)C2c2ccc(F)cc2)cc1 (stereo not given)	1.8	3.8	-15.3	2.6	1.4	4.8	-3.1	-22.0	-13.9[20 µM]

This is a subset; rates above refer to the full screens.
